V-ATPase pHluor – yeast V-ATPase proton transport regulation by pHLuorin; S. cerevisiae, pHLuorin cytosolic pH fluorescence; response, % at 10 µM; actives 0.37% (n = 350,000); AID 504577; in the data active means response mostly above about 7.3%, no sharp cut-off; inactive means mostly below about 5.4%; further: actives read high; inactives centre near 0; some compounds called inactive have numbers as strong as hits; reference of the scale not given here
HTR5A inv ctr – counter-screen for OPRM1-OPRD1 inverse agonists: human HTR5A inverse agonism; P47898; HTR5A cell line, luminescence; inhibition, % at 9.3 µM; actives 0.083% (n = 340,000); AID 504634; in the data active means inhibition mostly above about 23%, no sharp cut-off; inactive means mostly below about 18%;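 further: 0% = cells with DMSO and 100% = no-cell wells with DMSO; some compounds called inactive have numbers as strong as hits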
Wnt act – activators of Wnt/beta-catenin signaling; actives 1.2% (n = 300,000); AID 743398; Wnt/beta-catenin reporter cell assay, activator, plate reader; activation, % at 9.35 µM; in the data active means activation above about 30%, passing the limit was not always enough; inconclusive means no clear call, values can overlap the other calls;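 further: 0% = neutral control wells and 100% = positive control wells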
dFosB activator – mouse delta FosB homodimer activation. purified delta FosB, TAMRA-CDK5 oligo fluorescence polarization; percent of positive-control signal above neutral wells. actives 0.99% (n = 340,000). activation, % at 25 µM. AID 493131. P13346;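 active means mean activation above about 17%, with every replicate also reaching it, limit read from the data, passing the limit was not always enough; inconclusive means only one of the two conditions met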;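 further: fluorescence polarization rise as delta FosB binds a TAMRA Cdk5 AP-1 oligo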
HTR5A ag – HTR5A agonism, opioid heterodimer counter-screen; P47898; HTR5A agonist assay, luminescence, cell-based; activation, % at 9.3 µM; actives 0.61% (n = 340,000); in the data active means activation mostly above about 9.5%, no sharp cut-off; inactive means mostly below about 7.6%;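 further: 0% = cells with vehicle only and 100% = reference agonist; strong numbers were not always called active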
SR-BI DiI inh – blocks mouse SR-BI lipid uptake from DiI-HDL; Q61009; ldlA[mSR-BI] CHO cells, DiI-HDL uptake fluorescence, 3 h; inhibition, % at 12.5 µM; actives 0.96% (n = 320,000); AID 488896;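 active means mean replicate inhibition of at least 70% and a set share of replicates each scoring 70 or more; inconclusive means meets just one of the two criteria; inactive means fails both criteria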;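 further: 0% = median of neutral control wells and 100% = median of positive control wells; values of inactives mirror those of a sister screen read the other way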
CDK5 p35 inh – inhibitors of human CDK5/p35 kinase. Q00535+Q15078. Recombinant CDK5/p35, ADP-Glo luminescence, 60 min. AID 488839. inhibition, % at 10 µM. actives 0.01% (n = 330,000);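 active means highest replicate inhibition of at least 50% and at least 75% of replicates reaching 50%; inconclusive means only one of the two criteria met; inactive means both criteria failed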;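 further: plate controls were DMSO neutral control for no effect and GW8510 at 10 µM for full effect; many of its hits are not listed in these tables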
NSD2 HMT inh – NSD2 (human) methyltransferase inhibition; inhibition, % at 12.5 µM; actives 0.54% (n = 310,000); O96028; NSD2 peptide methylation, AlphaScreen, 120 min; in the data active means inhibition above about 50%
Target sequence (O96028 whole entry, looked up): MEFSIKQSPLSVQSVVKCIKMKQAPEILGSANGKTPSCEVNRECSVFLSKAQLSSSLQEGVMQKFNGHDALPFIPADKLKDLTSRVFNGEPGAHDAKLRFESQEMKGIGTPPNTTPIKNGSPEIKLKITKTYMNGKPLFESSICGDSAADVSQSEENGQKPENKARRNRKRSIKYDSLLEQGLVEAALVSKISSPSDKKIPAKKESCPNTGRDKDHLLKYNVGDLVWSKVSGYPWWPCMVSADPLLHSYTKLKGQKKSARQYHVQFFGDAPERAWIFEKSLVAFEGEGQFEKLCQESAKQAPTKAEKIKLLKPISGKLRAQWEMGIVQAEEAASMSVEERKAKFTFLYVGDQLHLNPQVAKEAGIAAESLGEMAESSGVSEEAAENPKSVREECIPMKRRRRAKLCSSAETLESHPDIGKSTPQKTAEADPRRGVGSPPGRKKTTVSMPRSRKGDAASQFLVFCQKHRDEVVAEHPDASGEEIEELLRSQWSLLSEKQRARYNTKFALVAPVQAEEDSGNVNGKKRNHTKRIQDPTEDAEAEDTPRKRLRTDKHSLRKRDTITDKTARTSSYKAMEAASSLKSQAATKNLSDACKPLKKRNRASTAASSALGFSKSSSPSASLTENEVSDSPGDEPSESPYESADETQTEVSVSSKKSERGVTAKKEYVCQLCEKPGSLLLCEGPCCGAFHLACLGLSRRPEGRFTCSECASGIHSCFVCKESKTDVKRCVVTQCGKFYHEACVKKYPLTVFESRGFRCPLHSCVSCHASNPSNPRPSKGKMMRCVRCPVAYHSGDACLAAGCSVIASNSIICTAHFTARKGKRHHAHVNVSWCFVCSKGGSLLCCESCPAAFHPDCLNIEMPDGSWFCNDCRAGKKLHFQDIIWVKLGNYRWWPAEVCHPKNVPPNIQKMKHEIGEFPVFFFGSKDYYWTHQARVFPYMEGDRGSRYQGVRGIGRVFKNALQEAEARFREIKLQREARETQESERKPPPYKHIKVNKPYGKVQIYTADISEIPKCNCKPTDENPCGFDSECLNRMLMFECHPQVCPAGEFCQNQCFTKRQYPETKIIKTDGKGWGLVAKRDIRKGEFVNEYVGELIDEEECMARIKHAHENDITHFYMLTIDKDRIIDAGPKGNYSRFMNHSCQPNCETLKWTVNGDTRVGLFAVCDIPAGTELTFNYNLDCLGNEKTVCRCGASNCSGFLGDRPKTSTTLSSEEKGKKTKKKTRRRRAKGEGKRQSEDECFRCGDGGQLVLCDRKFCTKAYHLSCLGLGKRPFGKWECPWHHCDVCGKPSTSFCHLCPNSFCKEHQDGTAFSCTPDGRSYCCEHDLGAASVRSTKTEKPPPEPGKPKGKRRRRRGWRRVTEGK
MITF act – activators of MITF-driven TRPM1 promoter activity in SK-MEL-5 cells | activation, % at 12.5 µM | actives 0.75% (n = 300,000) | AID 588334 | SK-MEL-5 TRPM1-promoter luciferase, 24 h; % of positive control, neutral wells = 0;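 active means mean activation of at least 80% with every replicate also reaching 80%; inconclusive means mean reaches 80% but some replicate falls short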;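 further: 0% = neutral control wells and 100% = parthenolide positive control wells; values of inactives mirror those of a sister screen read the other way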
PvdQ inh – blocks Pseudomonas aeruginosa PvdQ acylase activity; actives 0.063% (n = 340,000); inhibition, % at 10 µM; AID 488965; purified PvdQ acylase, fluorescence plate reader; in the data active means inhibition above about 30%, passing the limit was not always enough; inconclusive means no clear call, values can overlap the other calls;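 further: 0% = vehicle neutral wells and 100% = reference inhibitor wells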
* = called active by the depositor; ? = inconclusive; . = not tested or not shown.

SMILES	V-ATPase pHluor	HTR5A inv ctr	Wnt act	dFosB activator	HTR5A ag	SR-BI DiI inh	CDK5 p35 inh	NSD2 HMT inh	MITF act	PvdQ inh
CC(OC(=O)c1cccc(S(=O)(=O)Nc2cccc(C(F)(F)F)c2)c1)C(=O)Nc1ccc2c(c1)OCCO2 (centres undefined)	2	-25	-1	-4	7	26	-0.7	.	-6	-4
CC(C)n1nc(C(=O)Nc2nnc(SCc3c(Cl)cccc3Cl)s2)c2ccccc2c1=O	0	-3	.	-6	2	-15	-3.3	29	-10	-7
CCN(C1=NS(=O)(=O)c2ccccc21)N(CC)S(=O)(=O)c1ccc(C)cc1	12	20	-4	-10	-8	-1	-0.2	-2	2	-11
O=C(CN1CCN(c2ccccc2)CC1)N1N=CCC1c1ccccc1 (centres undefined)	24*	-36	.	3	13	-11	7.1	-2	0	3
O=C(NC1CC1)C1=C[C@@H](c2coc3ccccc3c2=O)C[C@@H](OCc2ccc(CO)cc2)O1	3	-10	-2	-4	-2	-15	-0.6	.	-1	-12
CCOc1ccc2nc(N3CCCC(C(=O)NC4CCCC4)C3)sc2c1 (centres undefined)	-2	-26	10	0	4	47	0.5	.	25	-6
CCn1c(SCC(=O)N(C)C2CCS(=O)(=O)C2)nnc1-c1ccccc1 (centres undefined)	-2	4	-1	2	-1	-7	1.5	-6	-2	-2
CCCc1c(C(=O)N/N=C/c2cccc3ccccc23)nnn1-c1nonc1N	2	-10	3	-1	3	58	-8.4	-9	2	-24
C=CC[C@H](CC(=O)OC(C)(C)C)C(=O)OC[C@H]1CCCN1C(=O)[C@@H](CC=C)CC(=O)N(CCO)Cc1ccccc1	1	-4	-3	-9	-3	19	-0.8	.	-10	-7
CC1CN(c2ccc(Cl)cc2[N+](=O)[O-])CCN1S(C)(=O)=O (centres undefined)	-1	3	-16	4	-1	-1	0.9	1	-7	-2
COc1cc(C2N(Cc3ccccc3)CCN2Cc2ccccc2)ccc1OC(C)=O	-2	6	-1	-6	-2	-14	-0.1	2	.	-15
CCOc1ccccc1C1CC(=O)NC(SCC(=O)Nc2nccs2)=C1C#N (centres undefined)	0	-4	.	-15	-2	6	-0.8	-1	7	-12
O=C(Cn1nc(-c2ccccc2)c2ccccc2c1=O)NCCN1CCOCC1	9	-5	-1	0	-2	-17	0.2	-3	-5	6
COC(=O)N/N=C/c1ccc([N+](=O)[O-])s1	0	1	1	-6	0	6	-0.5	-4	-23	2
COc1ccc(/C=N/Nc2cc(N(C)C)nc(N(C)C)n2)cc1	-1	-7	1	5	4	21	-1.0	33	17	-2
COc1ccc(Nc2nnc(SCC(=O)c3cc(C)n(CC4CCCO4)c3C)s2)cc1 (centres undefined)	1	30	10	-7	1	52	1.4	4	.	-10
O=C(COc1ccc(Cl)cc1Cl)NN=C1c2ccccc2-c2ccccc21	1	-21	.	0	6	-1	-0.8	-3	-9	-7
CCOC(=O)C1CCCN(S(=O)(=O)c2cccs2)C1 (centres undefined)	-1	6	0	-3	-1	-18	5.6	-1	-8	6
O=C(NCc1cccnc1)C1CCN(S(=O)(=O)c2cccc(C(F)(F)F)c2)CC1	-6	-4	-4	0	1	-7	-0.7	-3	3	-5
CCOCC(=O)Nc1ccc2c(c1)OCCO2	3	-18	19	-3	0	-238	1.4	-6	62	-10

One compound at a time (already shown). Values in the order: V-ATPase pHluor, HTR5A inv ctr, Wnt act, dFosB activator, HTR5A ag, SR-BI DiI inh, CDK5 p35 inh, NSD2 HMT inh, MITF act, PvdQ inh
O=C(Cn1nc(-c2ccccc2)c2ccccc2c1=O)NCCN1CCOCC1 as listed: 9, -5, -1, 0, -2, -17, 0.2, -3, -5, 6
COc1cc(C2N(Cc3ccccc3)CCN2Cc2ccccc2)ccc1OC(C)=O as listed: -2, 6, -1, -6, -2, -14, -0.1, 2, ., -15

The list continues:
SMILES	V-ATPase pHluor	HTR5A inv ctr	Wnt act	dFosB activator	HTR5A ag	SR-BI DiI inh	CDK5 p35 inh	NSD2 HMT inh	MITF act	PvdQ inh
O=C(CCn1nc(-c2ccccc2)c2ccccc2c1=O)NN1CCOCC1	-1	-27	1	0	-6	9	0.5	2	1	-6
O=S(=O)(NC1CC1)c1ccc(S(=O)(=O)N(Cc2ccccn2)C2CCCC2)cc1	0	4	.	-10	1	3	-1.2	0	1	-10
O=C(NCCN1CCOCC1)c1cc(-c2ccc(Cl)s2)nc2ccccc12	-3	5	-3	0	-2	.	-1.5	-2	16	-16
CCOc1ccc(NC(=O)c2cc3ccccc3cc2OC)cc1	-2	11	12	-4	-4	65	1.4	-1	30	4
CSC1=N/C(=C\C=C\c2cccs2)C(=O)S1	-2	20	.	-1	-3	9	0.4	10	-2	93*
Cc1cccc(N=Nc2c(C)c(C#N)c(O)[nH]c2=O)c1	-7	-7	-9	0	3	-9	0.1	-2	16	-4
Cc1c(/C=N/O)c2ccccn2c1C=O	1	2	-1	-2	0	-4	0.5	5	9	-12
COc1ccc(NC(=O)Nc2nnc(C(C)(C)C)s2)cc1	-2	-20	30	-3	1	-3	0.6	-1	.	-15
CCCCCn1nc(C(=O)N(CC(C)C)c2c(N)n(CCCC)c(=O)[nH]c2=O)c2ccccc2c1=O	22*	-32	0	-7	13	-12	-0.1	-1	0	-7
COc1cc(NC(=O)c2onc(C)c2Cl)c(OC)cc1Cl	-3	12	-3	-1	-4	13	0.5	.	.	-2
COC(=O)C1CCN(C(=O)c2oc3c(Cl)cc(C)cc3c2C)CC1	-1	5	47*	-12	4	26	-2.9	-7	45	-5
O=C(NCCOc1ccc(F)cc1)C1CCC(=O)N(CCCN2CCCC2=O)C1 (centres undefined)	-2	4	-1	-5	-4	3	0.3	-1	-5	-8
O=C(O)c1cccnc1SCC(=O)C12CC3CC(CC(C3)C1)C2	-4	-5	0	-2	6	3	0.1	0	-6	-1
CCCS(=O)(=O)N1CCCC(C(=O)Oc2ccc(Cl)cc2)C1 (centres undefined)	-2	2	3	-8	-1	-27	0.0	0	2	-16
COC(=O)CCC(=O)Nc1cccc(C(=O)Nc2cccc(Cl)c2)c1	1	2	.	-10	1	18	-1.0	-7	-4	1
CC(C)(C)CC(C)(C)N=C1NS(=O)(=O)c2cc([N+](=O)[O-])ccc21	2	2	-2	1	-1	14	-2.4	-21	-36	-14
O=C(c1cccc2ccccc12)C1CCCN(C(=O)CCc2cnccn2)C1 (centres undefined)	0	5	4	-4	-2	0	-0.9	-4	0	-8
Cc1ccc2[nH]c(=O)c(CN(CC3CCCO3)S(=O)(=O)c3cccc4nsnc34)cc2c1 (centres undefined)	4	-9	10	-4	3	-16	-0.2	-2	3	-5
O=C(COc1ccccc1)N=C1SC2CS(=O)(=O)CC2N1Cc1ccccc1 (centres undefined)	0	-14	-3	16	8	5	-0.6	3	0	-2
O=C(CCC1CCCC1)Nc1cc(Cl)ccc1N1CCOCC1	0	-11	1	-8	-5	11	1.9	-3	8	-15
C=CCNC(=O)c1ccccc1NS(=O)(=O)c1ccc(SC)cc1	0	28	2	-7	1	-6	0.6	-2	8	-5
CCOC(=O)C(Oc1ccc2c(-c3ccccc3)cc(=O)oc2c1C)c1ccccc1 (centres undefined)	-1	24	-2	0	0	49	0.0	-3	-10	-13
CC(OC(=O)c1cccnc1Cl)C(=O)NCc1ccccc1 (centres undefined)	-7	-6	-1	-1	2	-2	-2.0	-7	1	-14
O=C(CN1C(=O)NC2(CCCC2)C1=O)OCc1ccc(F)cc1	5	-12	0	4	5	-24	0.6	1	7	-13
COC(=O)C1=CNC=C(C(=O)OC)C1c1cccc2ccccc12	0	-12	0	-6	3	-6	-1.3	7	-2	-12
CCc1ccc(NC(=O)CSc2nc(NS(=O)(=O)c3ccccc3)cc(=O)[nH]2)cc1	0	7	0	-1	-2	4	-0.8	3	-5	-7
Cc1ccc(C)c(Nc2nc3c(S(=O)(=O)c4ccccc4)nnn3c3ccccc23)c1	2	-1	0	1	1	-16	-0.5	-1	-5	27
c1ccc(Cc2nc(-c3ccccn3)no2)cc1	3	11	23	-4	-6	-17	-0.3	1	64	-7
Cn1cnc2nc[nH]c2c1=S	-4	-9	?	6	2	-20	1.6	-1	-8	4
C=C(C)CSc1nc(C)c(Cc2ccccc2)c(=O)[nH]1	-4	-3	2	-2	3	-13	-0.8	-5	-11	4
CCCCOc1ccc(C(=O)NCC(=O)NCC(=O)OCC)cc1	-11	-3	.	-7	-1	1	0.2	-1	.	-13
Nc1nc(SCc2ccc(Cl)cc2Cl)c2ncn(C3OC(CO)C(O)C3O)c2n1 (centres undefined)	-1	-6	-3	2	1	-12	-1.2	-2	-3	-11
Cc1cccc(Oc2nccc(C(F)(F)F)c2C(=O)Nc2ccc(F)cc2F)c1	13	-12	1	-2	0	8	-12	.	0	-14
COc1ccc(OC)c(C2CC(=O)OC3=C2C(=O)CC(C)(C)C3)c1 (centres undefined)	0	-7	0	0	2	-9	0.6	2	-1	1
Cc1[nH]c2ccccc2c1CCNC(=O)c1ccc2nccnc2c1	-2	6	3	2	-2	-2	0.8	4	7	-3
CCCCn1c(N)c(N(CC(C)C)C(=O)c2ccc(N3C(=O)c4ccccc4C3=O)cc2)c(=O)[nH]c1=O	4	0	-1	?	0	4	-3.2	-2	-5	-5
COc1ccc(OC)c(/C=N/c2oc(-c3ccco3)c(-c3ccco3)c2C#N)c1	0	7	.	-10	2	-1	0.2	3	15	-9
Cc1cc(=O)[nH]c(SCC(=O)c2ccc(O)c(O)c2)n1	-1	-8	0	-10	2	-22	-1.5	24	.	4
O=C(CN1C(=O)c2ccccc2C1=O)Nc1sc2c(c1C(=O)NCC1CCCO1)CCC2 (centres undefined)	.	-4	.	-9	1	10	1.4	-2	3	-2
FC(F)(F)c1cccc(Nc2nc(N3CCOCC3)nc(N3CCOCC3)n2)c1	8	4	-4	-4	-1	69	-3.0	2	.	-16
CCC(C(=O)N1CCCCCC1)n1nc(C)n2c(cc3occc32)c1=O (centres undefined)	4	3	-2	-8	-1	-17	1.3	10	-11	-11
O=C(C1=C[C@H](C2CC2)C[C@H](OCCCCO)O1)N1CCN(Cc2ccccc2)CC1	-1	-15	2	4	5	-24	-1.3	.	.	1
CCOC(=O)Cc1nnc(NC(=O)CSc2nnc3c4ccccc4n(C)c3n2)s1	-2	-9	.	-4	4	-3	9.6	-3	1	6
COc1ccccc1N1CCN(C(=O)CSc2nc(C)cc(=O)[nH]2)CC1	1	1	-3	2	9	-22	-1.8	-4	-20	4
CC(C)n1c(C(F)(F)F)nc2cc(C(=O)N3CCCCC3)ccc21	-6	-20	?	-3	3	23	1.0	-2	-8	3
CC1(C)Cc2ccccc2C(=NC(Cc2c[nH]c3ccccc23)C(=O)O)N1 (centres undefined)	1	1	-1	-1	0	1	0.7	-3	-2	-12
O=C(c1cc(COc2c(F)cccc2F)on1)N1CCC(c2ccncc2)CC1	-3	-10	-1	-9	3	-15	-0.4	-1	-11	-13
O=C1C(C=NC2CC2)=C(O)c2ccccc21	9.8*	-26	.	-5	4	-14	1.3	2	6	-12
CC1=C(C(=O)OCc2ccccc2)C(c2ccccc2)NC(=O)N1 (centres undefined)	-5	6	1	-6	5	7	0.6	2	.	-13

Screening data from PubChem.

An unsorted share of the library (roughly 5% active in at least one column).
